FEN1 inhibitor = inhibitors of human flap endonuclease 1; P39748; Recombinant FEN1 flap cleavage, fluorescence, 15 min; Potency, µM (series often up to 114 µM), for the others: top-dose activity change, negative = inhibition, usual class: inhibitors; 390,000 tested, 0.35% active; AID 588795; also: nearly all actives have a fitted effect of over 65% in size
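Recombinant FEN1 (10 nM) was preincubated with pin-transferred compounds for 15 min at room temperature, then flap DNA substrate (50 nM final) was added. Plates were read at 0 and 15 min, and normalized concentration–response data were fitted to a four-parameter Hill equation.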
N370S GC mod = N370S glucocerebrosidase modulation, Gaucher chaperone candidate. 330,000 tested, 0.092% active. Potency, µM (top dose mostly 59.4 µM), without a hit: at the highest dose activity change, negative = inhibition, usual class: inhibitors. N370S GC spleen homogenate, 4MU-glucoside fluorescence;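 also: 0% = full enzyme activity and -100% = no enzyme basal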
KAT2A inh = blocks human GCN5L2 histone acetyltransferase; Q92830; GCN5L2 HAT assay, ThioGlo1 CoA-SH fluorescence; Potency, µM (titrated, usually from 58.9 µM), for the others: at the top dose activity change, negative = inhibition, usual class: inhibitors; 390,000 tested, 0.21% active
Target sequence (Q92830 whole entry, looked up): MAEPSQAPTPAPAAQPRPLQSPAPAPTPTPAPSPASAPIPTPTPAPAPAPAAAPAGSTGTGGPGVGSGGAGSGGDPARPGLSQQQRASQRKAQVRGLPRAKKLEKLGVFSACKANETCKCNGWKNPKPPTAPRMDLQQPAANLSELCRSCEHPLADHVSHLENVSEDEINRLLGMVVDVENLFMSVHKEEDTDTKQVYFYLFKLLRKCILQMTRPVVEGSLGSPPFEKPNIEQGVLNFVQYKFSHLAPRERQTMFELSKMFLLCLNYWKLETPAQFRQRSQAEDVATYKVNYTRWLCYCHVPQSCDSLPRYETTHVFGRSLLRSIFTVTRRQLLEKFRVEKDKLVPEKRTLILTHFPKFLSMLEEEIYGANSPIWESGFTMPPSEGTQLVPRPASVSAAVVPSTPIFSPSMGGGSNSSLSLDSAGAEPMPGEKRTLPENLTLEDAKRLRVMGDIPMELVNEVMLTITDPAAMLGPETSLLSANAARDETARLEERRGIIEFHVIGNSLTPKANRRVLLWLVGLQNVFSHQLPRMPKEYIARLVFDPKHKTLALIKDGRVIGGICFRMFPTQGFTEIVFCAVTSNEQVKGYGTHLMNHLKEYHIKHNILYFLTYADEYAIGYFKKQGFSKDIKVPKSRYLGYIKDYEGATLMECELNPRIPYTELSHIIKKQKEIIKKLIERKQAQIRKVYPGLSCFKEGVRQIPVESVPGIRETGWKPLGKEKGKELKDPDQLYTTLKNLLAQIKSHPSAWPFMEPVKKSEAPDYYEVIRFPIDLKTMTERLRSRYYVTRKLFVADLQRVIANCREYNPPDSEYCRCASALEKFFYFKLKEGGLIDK
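ThioGlo1-coupled HAT assay: 20nM GCN5L2, 70uM acetyl-CoA, 75uM H3(1-25) peptide, pH 7.5. Fluorescence read at 340/540nm at start and after 20 min at room temperature.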
An asterisk follows results filed as active; ? = inconclusive; nt = not tested or not shown; & = joins results of further samples; [ ] = dose if it differs, or a comment. Calls follow the shape of the dose curve; as a rule, active = well fitted curve in the direction sought with a large enough effect; inconclusive = small, poorly fitted or top-dose-only effect, or another doubt; inactive = no such curve, though single readings can be large; an effect the other way counts as inactive or inconclusive. Unless noted, % is scaled to controls: 0 for no effect and ±100 for the full control effect; potency is read from the fitted curve at half-maximal effect. Only part of the results is shown; the hit share may differ from the screen's.

Compound | KAT2A inh | FEN1 inhibitor | N370S GC mod
N[C@@H]1CC[C@@]2(O)[C@H]3Cc4ccc(O)c5c4[C@@]2(CCN3CC2CC2)C1O5 (some centres not stated) | -2% | 0% | nt
COc1ccc(-n2c(=O)[nH]c3ccccc3c2=O)c(OC)c1 | -1% | 6% | 9%
CSc1nc2ccc(C)cc2c(=O)n1-c1cccnc1 | -3% | -3% | 14%
COCCOC(=O)C1=C(N)OC(C)=C(C(=O)OC)C12C(=O)Nc1ccccc12 (configuration not stated) | -3% | 8% | 14%
COc1ccccc1NC(=O)N1C[C@@H]2C[C@@H](C1)c1cccc(=O)n1C2 | 0% | -10% | -3%
C[C@]12CCC3C(CC[C@H]4C[C@@H](O)CC[C@]34C)C1CC[C@@H]2OC(=O)[C@H](N)CCCCN (some centres not stated) | 1% | ? | nt
C=C(C=O)C[C@@H]1C[C@H](O)C2OC3C[C@]4(C)OC5/C=C\CC6OC7C(CC=CCC6OC5CCCC4OC3CC2O1)OC1CC2OC3CC(=O)OC3C[C@@H](C)C[C@@]2(C)OC1C[C@@H]7C (some centres not stated) | 1%&-13% | -13% | -15%
O=[N+]([O-])NC1=NCN(Cc2ccco2)CN1Cc1ccco1 | 1% | 0% | 3%
CC(N)C(O)c1ccc(O)c(O)c1 (configuration not stated) | 10% | nt | 3%&-2%
O=C(N/N=C/c1c(O)n(Cc2ccccc2)c(=O)[nH]c1=O)c1ccccc1 | 18% | ? | -8%
CN1CC[C@@]2(c3cccc(O)c3)Cc3nc4ccccc4cc3C[C@H]2C1 | -15%[0.501 µM] | nt | -17%
CCCCn1c(O)c(C(C)=NCc2ccc(F)cc2)c(=O)[nH]c1=O | ? | -2% | 15%
CCSC(=O)N1CCCCCC1 | -6% | 5% | -1%
Cc1ccc(NP(=O)(Oc2ccccc2F)Oc2ccccc2F)cc1C | -13% | -34% | 3%
COc1cc(OC)c(OC)cc1CNCCc1ccc2c(c1)OCO2 | -7% | 3% | 0%
OCCNCCc1c[nH]c2ccc(OCc3ccccc3)cc12 | 0% | 4% | ?
CN1/C(=C\C=C2C(=O)NC(=S)NC2=O)C(C)(C)c2ccccc21 | -15% | 40µM* | -7%
Cn1c(O)c(C(=O)c2ccccc2F)c(=O)n(C)c1=O | -1% | 4% | 17%
O=CC=O | -2% | nt | 7%
CN1C[C@@H](CO)C=C2c3cccc4[nH]cc(c34)CC21 (some centres not stated) | nt | 3% | -3%&18%
Cc1[nH]c2ccc(OC(F)(F)F)cc2c1CCNCc1cccc([N+](=O)[O-])c1 | -8% | -16% | 16µM*
CCOC(=O)C1=C(N)OC2=C(C(=O)CCC2)C12C(=O)N(CC(N)=O)c1ccccc12 (configuration not stated) | 1% | -3% | 2%
OCC#CC[N+]1(CC#Cc2ccccc2)CCCC1 | 0% | 3% | 8%
C=C1C([C@@]2(C)C(OC(C)=O)CC(=O)O[C@@](C)(COC(C)=O)C2CC(=O)OC)C(OC=O)C(OC(=O)C(OC(C)=O)C(C)CC)[C@]2(C)C(c3ccoc3)CC(=O)C12O (some centres not stated) | -7% | nt | -15%

Record cards, from the list above.
`Cc1[nH]c2ccc(OC(F)(F)F)cc2c1CCNCc1cccc([N+](=O)[O-])c1` is listed with KAT2A inh = -8%; FEN1 inhibitor = -16%; N370S GC mod = 16µM*
`C=C1C([C@@]2(C)C(OC(C)=O)CC(=O)O[C@@](C)(COC(C)=O)C2CC(=O)OC)C(OC=O)C(OC(=O)C(OC(C)=O)C(C)CC)[C@]2(C)C(c3ccoc3)CC(=O)C12O` (some centres not stated) is listed with KAT2A inh = -7%; FEN1 inhibitor = nt; N370S GC mod = -15%

Going on with the list:
Compound | KAT2A inh | FEN1 inhibitor | N370S GC mod
Cc1cc(C=C2C(=O)NC(=S)NC2=O)c(C)n1-c1ccc2c(c1)OCO2 | 37% | -20% | 4%
C=C1[C@H]2CC[C@H]3[C@]4(C)C[C@H](O[C@@H]5OC(CO)[C@@H](OSOOO)[C@H](OS(=O)(=O)O)[C@H]5OC(=O)CC(C)C)C[C@@H](C(=O)O)[C@H]4CC[C@]3(C2)[C@H]1O (some centres not stated) | -4% | -26% | nt
Oc1cc(Cl)c(Cl)c(Cl)c1 | nt | 14% | 4%
C[C@@H](N)[C@@H](O)c1ccc(O)c(O)c1 | 2% | nt | -9%
COc1cc2c(cc1OC)C(C(=O)NCCC(C)C)C1CCCCN1C2=O (configuration not stated) | 4% | -1% | 8%
O=C(Nc1cccc(Cl)c1)c1c(O)c2c(n(Cc3ccccc3)c1=O)CCCC2 | 2% | nt | -6%
Cc1c2cnn(CC(=O)N3CCC4(CC3)OCCO4)c(=O)c2c(C)n1Cc1ccccc1Cl | -1% | 1% | -3%
CC(C)[C@H](CO)Nc1nc(Nc2cccc(Cl)c2)c2ncn(C(C)C)c2n1 | -24% | nt | ?
O=C(O)c1ccc(-c2ccc3cc(C45CC6CC(CC(C6)C4)C5)c(O)cc3c2)cc1 | 16µM* | nt | -8%
CN(C)c1ccc(C=C2C(=O)NC(=S)NC2=O)cc1[N+](=O)[O-] | -15% | -1% | 1%
CCN(CC)CCN=Cc1c(O)n(CCc2ccccc2)c(=O)[nH]c1=O | -5% | -4% | -12%
CCCc1[nH]nc2c1C1(C(=O)N(CC(N)=O)c3ccccc31)C(C(=O)OC)=C(N)O2 (configuration not stated) | -2% | -5% | -2%
CC(C)(O)C(=O)Nc1ccc([N+](=O)[O-])c(C(F)(F)F)c1 | 2% | 14% | -18%
C#CCOS(=O)OC1CCCCC1Oc1ccc(C(C)(C)C)cc1 (configuration not stated) | -19% | nt | 4%
COC(=O)c1ccccc1N=Cc1c(O)[nH]c(=O)[nH]c1=O | 2% | 16% | 0%
O=C1NC(=O)N(CCc2ccc(F)cc2)C(=O)/C1=C/C=C/c1ccccc1 | -6% | ? | 4%
O=c1c(C=NCCN2CCNCC2)c(O)n(C2CCCCC2)c(=O)n1C1CCCCC1 | -3% | 0% | -13%
CCN(CC)C(=O)c1ccc(NC(=O)c2ccc(N3CCCC3=O)cc2)cc1 | -10% | -11% | nt
O=c1c2ccccc2nc(-c2ccccc2Cl)n1-c1ccc(O)cc1 | -17% | -3% | -7%
CCC1C=CC=CC[C@H](C)[C@@H](O)[C@](C)(O)C(=O)[C@@H](C)[C@H](O)[C@@H](C)C(=O)[C@H](C)[C@@H](O)[C@H](C)C=CC(=O)OC2[C@@H](C)C(CC1)OC1(CC[C@@H](C)C(C[C@H](C)O)O1)[C@@H]2C (some centres not stated) | -15% | nt | -12%
CCC(COC(=O)NC)NC(=O)Oc1ccccc1 (configuration not stated) | -3% | -8% | 6%
CC(C)NS(=O)(=O)c1ccc(OCC(=O)N2CCN(Cc3ccc4c(c3)OCO4)CC2)c(Cl)c1 | -21% | 0% | -3%
O=C1NC(=O)C(=Cc2ccc(OCC(=O)N3CCOCC3)cc2)C(=O)N1 | -6% | -4% | 0%
CCOc1cc2[nH]c(=S)n(CCCC(=O)N3CCC4(CC3)OCCO4)c(=O)c2cc1OCC | -4% | 9% | 2%
COc1ccc(CN2CCNCC2)cc1 | -3% | 19% | -2%
CCCCCc1nc2c(c(=O)c3ccccc3n2C)c(=O)n1C1CCCCCC1 | -4% | ? | ?
CN(C)CCCN=Cc1c(O)n(CCc2ccccc2)c(=O)[nH]c1=O | -6% | -5% | 5%
CCC(=NCc1cc(OC)cc(OC)c1)c1c(O)n(C2CCCCC2)c(=O)[nH]c1=O | -13% | -13% | ?
CC(C)(C)NC(=S)/N=C(\N)N[N+](=O)[O-] | 0% | 2% | -12%
COC(=O)C1=C(c2ccccc2OCc2ccccc2)C[C@@H]2CC[C@H]1N2C(=O)NCCOc1ccc(OC)cc1 | -7% | -10% | nt
Cc1cccc(Cn2cccc(C(=O)Nc3nc4ccccc4s3)c2=O)c1 | -1% | 18% | nt
COc1ccc(C2=CC(c3ccc(OC)c(OC)c3)c3c(c4ccccc4oc3=O)O2)cc1OC (configuration not stated) | -11% | -14% | -4%
COc1ccc(CC(C)NCCc2ccc(OC)c(OC)c2)cc1 (configuration not stated) | 1% | -10% | -2%
C=CCn1c(O)c(C(CC)=Nc2cccc(C(=O)O)c2)c(=O)[nH]c1=O | 0% | -2% | 0%
COc1ccc2c(c1OC)C(=O)O[C@H]2[C@H]1c2cc3c(cc2CCN1C)OCO3 | ? | nt | -19%[21.6 µM]
COc1ccc(CC2NCCc3cc(OC)c(OC)cc32)cc1OC (configuration not stated) | -24% | nt | 4%
CN1C[C@H](C(=O)N[C@]2(C)O[C@@]3(O)[C@@H]4CCCN4C(=O)[C@H](Cc4ccccc4)N3C2=O)CC2c3cccc4[nH]cc(c34)C[C@H]21 (some centres not stated) | ? | 5%&-3% | 1%&6%
O=C(Nc1ccccc1C(F)(F)F)c1cccn(Cc2ccccc2)c1=O | 0% | 18% | nt
Cc1ccc2[nH]c(C)c(CCNCc3ccco3)c2c1 | -3% | 2% | -8%
O=c1[nH]c(=S)n(-c2ccccc2F)c(O)c1C=NCCN1CCNCC1 | 29% | -4% | -25%
Clc1ccc2c(c1)C(c1ccccc1Cl)=NCc1nnc(N3CCN(CCSc4ccccc4)CC3)n1-2 | 26% | -18% | -3%
CC[C@@]1(O)C(=O)OCc2c1cc1n(c2=O)Cc2cc3cc(O)ccc3nc2-1 | ? | nt | 2%&-4%
Cc1ccc(/C=C2/C(=O)NC(=O)N(CC3CCCO3)C2=O)s1 (configuration not stated) | -9% | -33% | -2%
COc1ccc(CC2C(=O)NC(=O)NC2=O)c(OC)c1 | 6% | -6% | 6%
CC1=CCCC2C1(C)CCC(C)C2(C)CC/C(C)=C/C[n+]1cn(C)c2c(N)ncnc21 (configuration not stated) | -1% | nt | 2%
Cc1c(Cl)cccc1NC(=S)N1CC2CC(C1)c1cccc(=O)n1C2 (configuration not stated) | 0% | 11% | 1%
CC(C)(C)OC(=O)c1c(N)n(Cc2ccco2)c2nc3ccccc3nc12 | -15% | -15% | ?
COc1ccc(CN2CCN(Cc3ccccc3)CC2)c(OC)c1 | 1% | 0% | -2%
C=CCn1c(O)c(C(C)=NCCC2=CCCCC2)c(=O)[nH]c1=O | -6% | -3% | 22%
COc1ccccc1CNCCc1ccc(F)cc1 | 9% | -7% | 2%
CC(C)CCCC1(C)C=Cc2c(O)c3c(c(CCC(C)C)c2O1)OC12C(CC4CC1C(C)(C)OC2(CCC(C)C(=O)O)C4O)C3=O (configuration not stated) | ? | nt | 1%
COP(=O)(OC)c1nc(-c2cccc3ccccc23)oc1N1CCCCC1 | ? | -17% | ?
CC(C)(C)C(=O)c1cn(CC(=O)NCc2ccco2)c2ccccc12 | 2% | -4% | -4%
COc1cccc(-c2nn(CCC#N)cc2C(=O)Nc2ccccc2Cl)c1 | -2% | 15% | -1%
CC(C)CNC(=O)c1c(N)n(Cc2ccco2)c2nc3ccccc3nc12 | -9% | -8% | ?
C[C@]12CCC3C(CCC4=C/C(=N/OCC(=O)NC(CCC(=O)O)C(=O)O)CC[C@@]43C)C1CCC2O (some centres not stated) | 2% | 11% | 1%

Carrying on.
Compound | KAT2A inh | FEN1 inhibitor | N370S GC mod
Cc1c(C(=O)N2CCC3(CC2)OCCO3)sc2ncnc(N(C)c3ccccc3)c12 | -7% | -5% | -21%
CN1CC(C(=O)c2ccc([N+](=O)[O-])cc2)C(c2ccc(Cl)cc2)C1 (configuration not stated) | -2% | 5% | ?
CCN1CCN(c2ccc(N)c(C)c2)CC1 | -3% | 0% | 3%
Cc1ccc(-n2c(O)c(C=Nc3ccc(S(N)(=O)=O)cc3)c(=O)[nH]c2=O)cc1 | -6% | -6% | -2%
CCCCCn1c(=O)c(C(=O)Nc2ccncc2)c(O)c2ccccc21 | 1% | nt | -4%
Cc1ccc2c(c1)N(C(=O)CCC(=O)N1CCC3(CC1)OCCO3)CC(C)O2 (configuration not stated) | -5% | 3% | -1%
CN1CCc2nc3sc(C#N)c(N)c3c(-c3cccs3)c2C1 | -2% | ? | -3%
Nc1c2c(nc3sc4c(c13)CCCCC4)CCCC2 | -3% | 9% | 13%

Rewritten with two lines to a compound: 4 of the compounds above.
Below each SMILES: KAT2A inh, FEN1 inhibitor, N370S GC mod
- Cc1c(C(=O)N2CCC3(CC2)OCCO3)sc2ncnc(N(C)c3ccccc3)c12
 : -7%, -5%, -21%
- CN1CC(C(=O)c2ccc([N+](=O)[O-])cc2)C(c2ccc(Cl)cc2)C1 (configuration not stated)
 : -2%, 5%, ?
- CCN1CCN(c2ccc(N)c(C)c2)CC1
 : -3%, 0%, 3%
- Cc1ccc(-n2c(O)c(C=Nc3ccc(S(N)(=O)=O)cc3)c(=O)[nH]c2=O)cc1
 : -6%, -6%, -2%

Continued:
Compound | KAT2A inh | FEN1 inhibitor | N370S GC mod
CN1C(=O)C(=Cc2ccc(N3CCOCC3)o2)C(=O)N(C)C1=O | -2% | -4% | 8%
CC(=O)Nc1ccccc1C(=O)OCc1ccccc1F | -6% | -16% | -5%
CN1C(=O)C(Cc2ccc(OCc3ccccc3)cc2)C(=O)N(C)C1=O | 32%[activator] | 11% | 12%
CCN(C(=O)CN1CC=C(c2ccccc2)CC1)c1c(N)n(Cc2ccccc2)c(=O)[nH]c1=O | -9% | -1% | -4%
COc1ccc(CCNCc2sccc2C)cc1OC | -12% | 16% | -6%

From PubChem
